# Screening results from PubChem BioAssay.
# MOR-DOR ag = agonists of human mu-delta opioid receptor heterodimerization | P35372+P41143 | cells, OPRM1-OPRD1 heterodimerization, luminescence | activation, % at 9.3 µM | 340,000 compounds, 0.3% hits; in the data active = activation above about 18%;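 note: 0% = vehicle-treated cells and 100% = reference agonist; values of inactives mirror those of a sister screen read the other way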
# MOR-DOR inv ag = inverse agonist of human OPRM1-OPRD1 heterodimerization; P35372+P41143; 340,000 compounds, 0.21% hits; cell-based MOR-DOR heterodimer luminescence, inverse agonism; inhibition, % at 9.3 µM; in the data active = inhibition above about 22%, passing the limit was not always enough;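 note: 0% = cells with DMSO and 100% = wells without cells with DMSO; values of inactives mirror those of a sister screen read the other way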
# DAGLB inh = blocks human DAGLB lipase activity; Q8NCG7; HEK293T DAGLB membrane lysate, EnzChek fluorogenic substrate; inhibition, % at 5.17 µM; 340,000 compounds, 0.059% hits; in the data active = inhibition above about 34%;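 note: 0% = enzyme with vehicle and 100% = wells lacking enzyme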
# Arr AP2 block = blocks beta-arrestin peptide binding to AP2 adaptin | FITC-arrestin peptide / GST-AP2 beads, flow cytometry; AP2 beta2 appendage carries R879A mutation | inhibition, % at 10 µM | 340,000 compounds, 0.31% hits;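 active = inhibition above a set limit, near 3 SD of compounds lacking own fluorescence, cut at about 54% in these data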;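 note: plate controls were DMSO wells for no effect and 5 µM unlabelled arrestin peptide for full effect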
#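 System: GST-tagged AP2 beta2-adaptin appendage (R879A) on 4 µm glutathione beads / Reagent: FITC-arrestin peptide, 50 nM / Detection: HyperCyt-sampled flow cytometry, FL1 channel, ex 488/em 535 nm / Timing: 12 min plus 1 h, RT / Buffer or medium: PBS plus Tween 20 (0.05%) and BSA (0.1%)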
# V-ATPase pH = yeast V-ATPase proton transport regulation by pHLuorin; S. cerevisiae, pHLuorin cytosolic pH fluorescence; response, % at 10 µM; 350,000 compounds, 0.37% hits; AID 504577; in the data active = response mostly above about 7.3%, no sharp cut-off; inactive = mostly below about 5.4%; note: actives read high; inactives centre near 0; some compounds called inactive have numbers as strong as hits; reference of the scale not given here
# DSG3 Ab inh = inhibitors of pemphigus antibody binding to human desmoglein-3; DSG3-coupled beads, scFv-anti-DSG3-GFP binding, flow cytometry; hits give low values; P32926; binding (percent of control), % at 10 µM; 310,000 compounds, 0.48% hits;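 active = binding more than 3 SD below its plate's average and above zero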;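 note: hits lower antibody fragment binding to DSG3; some compounds called inactive have numbers as strong as hits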
# HTR5A ag = counter-screen for OPRM1-OPRD1 agonists: human HTR5A agonism | P47898 | HTR5A agonist assay, luminescence, cell-based | activation, % at 9.3 µM | 340,000 compounds, 0.61% hits | AID 504692; in the data active = activation mostly above about 9.5%, no sharp cut-off; inactive = mostly below about 7.6%;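 note: 0% = cells with vehicle only and 100% = reference agonist; strong numbers were not always called active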
# Target sequence (P47898 whole entry, looked up): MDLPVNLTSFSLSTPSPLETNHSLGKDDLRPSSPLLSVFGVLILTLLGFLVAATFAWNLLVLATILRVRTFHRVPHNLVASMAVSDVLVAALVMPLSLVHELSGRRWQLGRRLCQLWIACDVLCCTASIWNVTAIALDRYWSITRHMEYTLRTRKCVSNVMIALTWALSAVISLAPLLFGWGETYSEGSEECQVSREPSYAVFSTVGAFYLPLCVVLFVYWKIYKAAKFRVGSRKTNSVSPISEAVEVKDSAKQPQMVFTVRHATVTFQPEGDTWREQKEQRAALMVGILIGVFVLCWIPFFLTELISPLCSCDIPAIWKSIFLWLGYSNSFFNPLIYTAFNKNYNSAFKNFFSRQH
# PKA-R2B activ = PKA-R2B complex activation; P22694+P31323; PKA-R2B holoenzyme dissociation, Cy5-IP20 fluorescence polarization; R2B truncated from residue 108, S112A mutant; 0% DMSO only, 100% 113 µM cGMP; 340,000 compounds, 0.079% hits; activation, % at 11.4 µM;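 active = activation above a cutoff set at the mean over all compounds plus 3 SD, cut at about 18% in these data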;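 note: higher means more holoenzyme dissociation and a rise in polarization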
# Target sequence (P31323 whole entry, looked up, other chains not shown, the tested form may be a part): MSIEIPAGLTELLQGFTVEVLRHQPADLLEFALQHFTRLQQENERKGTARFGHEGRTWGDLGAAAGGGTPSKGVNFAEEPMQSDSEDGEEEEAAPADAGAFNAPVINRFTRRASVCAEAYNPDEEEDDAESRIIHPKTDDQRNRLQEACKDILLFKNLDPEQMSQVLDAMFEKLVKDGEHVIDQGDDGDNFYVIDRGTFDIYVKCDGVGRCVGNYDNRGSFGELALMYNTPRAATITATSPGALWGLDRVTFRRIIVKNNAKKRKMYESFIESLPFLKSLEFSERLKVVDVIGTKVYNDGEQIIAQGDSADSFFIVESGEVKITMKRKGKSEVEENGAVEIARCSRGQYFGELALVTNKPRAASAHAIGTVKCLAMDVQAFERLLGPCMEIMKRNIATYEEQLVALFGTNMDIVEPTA
# PKA-R1A act = activates the PKA-R1A holoenzyme complex. P00514+P68181. PKA-R1A dissociation, Cy5-IP20 fluorescence polarization; scaled: DMSO 0%, 113 µM cGMP 100%. activation, % at 11.4 µM. 340,000 compounds, 0.083% hits. AID 504707;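 active = percent activation above the mean of all tested compounds plus 3 SD, cut at about 19% in these data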;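 note: higher means more PKAc released from R1A so a rise in polarization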
# HTR5A inv ag = inverse agonist of human HTR5A in OPRM1-OPRD1 counter-screen; HTR5A cell line, luminescence, inverse agonism; 340,000 compounds, 0.083% hits; inhibition, % at 9.3 µM; in the data active = inhibition mostly above about 23%, no sharp cut-off; inactive = mostly below about 18%;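 note: 0% = cells with DMSO and 100% = no-cell wells with DMSO; some compounds called inactive have numbers as strong as hits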
# Starred values were filed as active, the others as inactive; . = not tested or not shown. No enrichment for hits; overall some 2.4% were active at least once.
No.	Structure	MOR-DOR ag	MOR-DOR inv ag	DAGLB inh	Arr AP2 block	V-ATPase pH	DSG3 Ab inh	HTR5A ag	PKA-R2B activ	PKA-R1A act	HTR5A inv ag
1	Cn1c(=O)c(C(=O)NNC(=O)c2ccc(Br)cc2)c(O)c2ccccc21	-1.6	8	4	-2	-1	98	4	-6	4	-12
2	Cc1cc(C(F)F)n2nc(C(=O)Nc3cccc(S(=O)(=O)N4CCOCC4)c3)nc2n1	-1.7	9	1	45	1	99	-1	5	-5	21
3	Cc1cc(NC(=O)c2c(Cl)cccc2Cl)no1	-2.9	14	-4	-4	-2	97	-3	-3	-4	-20
4	O=C1NC(=O)C2(CCCCCCC2)N1	-3.0	14	2	3	2	112	5	3	-5	-21
5	Clc1ccccc1Sc1cnc2ccccc2n1	3.4	-19	-10	-1	4	99	-1	-3	-4	4
6	O=C(c1ccc(F)cc1Cl)N(c1ccccn1)C1CCCCC1	-2.5	13	-1	11	-3	105	-3	-1	2	9
7	O=C1CCCCC1(CCc1ccncc1)CCc1ccncc1	-1.4	7	-3	-2	-2	95	0	3	-1	-1
8	Cc1cccc(C)c1NC(=O)C(c1ccccc1)N1CCC1=O (configuration not stated)	-2.0	12	-3	11	-2	.	4	0	0	-12
9	N#C/C(=C(/O)COC(=O)CCC1CCCCC1)c1nc2ccccc2[nH]1	3.0	-18	-1	3	7	96	4	-1	1	18
10	Cc1ccc(C)c(N(C(=O)CNC(=O)c2ccco2)C(C(=O)NCC2CCCO2)c2ccccc2)c1 (configuration not stated)	-1.3	8	-4	11	-3	.	2	-5	-4	-3
11	CCOC(=O)N1CCN(C(=O)CCn2c(=O)[nH]c3ccsc3c2=O)CC1	-2.7	14	1	-8	0	92	7	1	-1	-7
12	CCOC(=O)N1CCN(C(=O)C2CC(=O)N(Cc3ccc(OC)cc3)C2)CC1 (configuration not stated)	-2.0	12	-6	2	0	.	-2	1	-3	6
13	O=C(Cn1cnc2c(NCc3ccccc3)ncnc21)NCCCN1CCCC1=O	.	.	-2	-2	-2	103	.	-11	0	.
14	O=S(=O)(c1ccc(C(F)(F)F)cc1)N1CCN(CCc2ccccc2)CC1	3.1	-25	-8	4	3	116	-1	7	-9	2
15	CC1CCN(C(=S)c2cn(Cc3ccc(F)cc3)c3ccccc23)CC1	-2.1	12	-18	-6	-3	101	-1	2	7	2
16	CC(C)Oc1cccc(C(=O)N/N=C/c2coc3ccccc3c2=O)c1	-2.3	13	3	-4	3	122	5	-4	-3	-17
17	CCOC(=O)[C@@H]1[C@H]2COc3ccc(Br)cc3[C@@H]2N2C(=O)N(c3ccc(OC)cc3)C(=O)[C@]12C	-1.2	7	-8	17	2	96	16	-8	-9	-44
18	CCCCC1S/C(=N/N=C/c2ccc(OC)cc2)N(Cc2ccc(OC)cc2)C1=O (configuration not stated)	0.4	-2	-5	2	0	98	8	1	-3	-22
19	CC1CCc2c(sc(NC(=O)COC(=O)C3CCCO3)c2C#N)C1 (configuration not stated)	1.8	-9	-9	-6	-3	98	-2	-4	7	7
20	CC(=O)c1ccc(S(=O)(=O)N(C)CCCC(=O)N(C)Cc2ccccc2F)cc1	-2.9	15	1	-3	-1	103	10	2	-4	-28
21	COC(=O)C1=CC(C(=O)c2cccs2)=NN(c2ccc(OC)cc2)C1C(=O)OC (configuration not stated)	-1.3	8	22	0	1	94	3	-5	-6	-3
22	C=CCn1c(NC(=O)c2ccco2)nc2ccccc21	-1.7	12	5	1	0	100	-3	10	3	-2
23	CCOC(=O)CSc1nnc(CSc2nc(N)c3c(C)c(C)sc3n2)n1-c1ccccc1	-1.8	9	2	-7	-2	95	2	9	3	18
24	Cc1ccc(SCC(=O)Nc2ccc(N3CCN(C)CC3)c(F)c2)c(C)c1	-0.1	1	0	0	2	101	2	8	-1	14
25	O=C(NCCCCc1ccccc1)C1CC(c2ccc([N+](=O)[O-])cc2)=NO1 (configuration not stated)	-1.0	5	0	18	-3	103	-2	9	-1	-14
26	Cc1ccc(N2CC(C(=O)Nc3nnc(SCC(=O)N4CCOCC4)s3)CC2=O)cc1 (configuration not stated)	-2.3	13	0	11	-1	103	-3	-1	-2	-23
27	O=C(Oc1cccc(Br)c1)c1cccnc1	-1.6	9	-1	1	4	105	6	-9	-13	15
28	CC(=O)c1cccc(NC(=O)C2CCN(C(=O)c3ccc([N+](=O)[O-])cc3)CC2)c1	1.5	-11	-2	15	3	90	-1	8	-15	2
29	O=C(Oc1cccc2ccccc12)c1ccncc1	-1.7	10	-3	21	-4	94	2	3	2	-16
30	O=C(NNC(=O)c1cccs1)c1ccccn1	.	.	0	.	.	102	.	-8	-7	.

# Reprinted from the part before: three compounds; new compounds follow.
No.	Structure	MOR-DOR ag	MOR-DOR inv ag	DAGLB inh	Arr AP2 block	V-ATPase pH	DSG3 Ab inh	HTR5A ag	PKA-R2B activ	PKA-R1A act	HTR5A inv ag
28	CC(=O)c1cccc(NC(=O)C2CCN(C(=O)c3ccc([N+](=O)[O-])cc3)CC2)c1	1.5	-11	-2	15	3	90	-1	8	-15	2
29	O=C(Oc1cccc2ccccc12)c1ccncc1	-1.7	10	-3	21	-4	94	2	3	2	-16
30	O=C(NNC(=O)c1cccs1)c1ccccn1	.	.	0	.	.	102	.	-8	-7	.
31	COc1ccccc1N1CCN(S(=O)(=O)c2c(C)[nH]c(C)c2C(=O)N2CCCCC2)CC1	-0.1	0	-1	8	-1	108	-1	7	9	4
32	O=C(NCC1CCCN(C(=O)c2cccc(C(F)(F)F)c2)C1)c1ccc(F)cc1 (configuration not stated)	-1.8	9	-1	11	-3	108	-2	9	-3	-15
33	O=C(CCSCCC(=O)Nc1ccccc1F)Nc1ccccc1F	-2.6	16	0	4	1	106	4	5	-11	-10
34	CC1=C(C(=O)OC(C)C)C(c2cccnc2)C2=C(CCCC2=O)N1 (configuration not stated)	-2.0	11	1	15	0	105	0	-12	9	21
35	Cc1ccc(C)c(OCC(=O)NNC(=O)c2ccc(=O)[nH]c2)c1	-0.2	1	-5	0	6	.	-1	-5	-6	13
36	O=C(CSc1nc2c(sc3ccccc32)c(=O)n1CCCN1CCCC1)NCc1ccccc1	-0.9	4	1	4	4	112	2	-5	3	15
37	O=C(O)CNc1ccc(S(=O)(=O)C(F)(F)F)cc1[N+](=O)[O-]	-1.4	8	0	30	4	98	1	11	-7	-2
38	COc1cc(C(=S)N2CCCCC2)ccc1OCC(=O)Nc1ccccc1Cl	-2.2	11	-8	6	1	100	0	-7	-4	10
39	CCc1nonc1NC(=O)c1oc2cc(Br)ccc2c1C	8.0	-43	-9	3	-3	89	3	-11	-1	-39
40	COc1ccc(CCNC(=O)c2ccc(OCc3c(C)noc3C)cc2)cc1OC	0.0	0	0	34	0	107	5	-6	6	-11
41	N#Cc1c(/N=C/C=C/c2ccccc2)sc2c1CCCC2	0.9	-5	1	5	8	91	-4	-1	-5	-34
42	COc1ccc(Cn2c(-c3ccc(C)cc3)nc3c(c(=O)c4ccccc4n3C)c2=O)cc1	1.5	-8	3	.	0	100	3	7	-8	-11
43	COc1ccc(CCNC2=CC(=O)N(c3ccc(F)cc3)C2=O)cc1	1.9	-10	-10	34	2	108	2	9	1	-4
44	CCCN(C(=O)COc1ccc(Cl)cc1Cl)c1c(N)n(Cc2ccccc2)c(=O)[nH]c1=O	-1.6	8	11	3	1	100	-4	2	2	-31
45	CCOC(=O)c1c(NC(=O)CSc2nnc(-c3cccc(C)c3)n2CC)sc(C(C)=O)c1C	0.1	0	-1	8	1	104	1	-2	2	3
46	COc1ccc(OC)c(-c2nc(C(=O)NCCCN3CCOCC3)cc3c2[nH]c2ccccc23)c1	-3.0	15	1	0	1	106	7	-10	1	-6
47	Cc1ccc(NC(=O)c2cccc(OC(F)F)c2)c(OC(F)F)c1	2.7	-14	-6	5	2	103	-1	-7	1	-12
48	CN(C)S(=O)(=O)n1cc(/C=C(\NC(=O)c2ccccc2)C(=O)N2CCOCC2)c2ccccc21	-1.5	8	-1	7	6	108	-2	-1	-14	9
49	Cc1cccn2c(=O)c(/C=C(\C#N)S(=O)(=O)c3ccccc3)c(N3CCC(C(N)=O)CC3)nc12	-0.7	3	1	-7	3	95	-1	-11	-11	20
50	CCCCOc1ccc(NC(=O)C(=O)NCCC2=CCCCC2)cc1	1.5	-9	-1	0	9	99	9	5	-4	16
51	CN(C)c1ccc(C(=S)N2CCN(S(=O)(=O)c3ccccc3)CC2)cc1	1.4	-7	0	8	-5	127	3	9	-9	-12
52	CCOC(=O)c1nn(-c2ccccc2C)c2nc(Nc3ccccc3)cc(=O)n12	2.0	-13	1	18	3	94	-3	-9	-18	1
53	Cc1ccc(-c2cc(-c3ccc(C)cc3O)[nH]n2)cc1	6.7	-31	-8	8	-1	102	1	-7	-4	-4
54	CCCN(C(=O)CSc1nnnn1-c1ccccc1OC)C1CCS(=O)(=O)C1 (configuration not stated)	-1.6	8	1	-3	1	100	3	-3	-8	18
55	Cc1csc(NC(=O)CSc2nnc(NC(=O)COc3ccc(Cl)cc3)s2)n1	0.7	-4	6	5	3	100	3	-4	-5	-14
56	N#Cc1ccc(OCC(=O)OCC(=O)N2CCc3ccccc32)cc1	.	.	-4	.	1	101	.	4	5	.

# Among those listed so far, these have two or more sulfur atoms.
No.	Structure	MOR-DOR ag	MOR-DOR inv ag	DAGLB inh	Arr AP2 block	V-ATPase pH	DSG3 Ab inh	HTR5A ag	PKA-R2B activ	PKA-R1A act	HTR5A inv ag
23	CCOC(=O)CSc1nnc(CSc2nc(N)c3c(C)c(C)sc3n2)n1-c1ccccc1	-1.8	9	2	-7	-2	95	2	9	3	18
26	Cc1ccc(N2CC(C(=O)Nc3nnc(SCC(=O)N4CCOCC4)s3)CC2=O)cc1 (configuration not stated)	-2.3	13	0	11	-1	103	-3	-1	-2	-23
36	O=C(CSc1nc2c(sc3ccccc32)c(=O)n1CCCN1CCCC1)NCc1ccccc1	-0.9	4	1	4	4	112	2	-5	3	15
45	CCOC(=O)c1c(NC(=O)CSc2nnc(-c3cccc(C)c3)n2CC)sc(C(C)=O)c1C	0.1	0	-1	8	1	104	1	-2	2	3
51	CN(C)c1ccc(C(=S)N2CCN(S(=O)(=O)c3ccccc3)CC2)cc1	1.4	-7	0	8	-5	127	3	9	-9	-12
54	CCCN(C(=O)CSc1nnnn1-c1ccccc1OC)C1CCS(=O)(=O)C1 (configuration not stated)	-1.6	8	1	-3	1	100	3	-3	-8	18
55	Cc1csc(NC(=O)CSc2nnc(NC(=O)COc3ccc(Cl)cc3)s2)n1	0.7	-4	6	5	3	100	3	-4	-5	-14
